WRN helicase inh = qHTS for Inhibitors of WRN Helicase; Bifunctional 3'-5' exonuclease/ATP-dependent helicase WRN (Homo sapiens), Q14191; 360,000 compounds, 0.46% hits; WRN helicase unwinding, fluorescent forked duplex, kinetic; Potency, µM (top dose mostly 114 µM), for the others: top-dose activity change, negative = inhibition, usual class: inhibitors; AID 651768, 2012; further: potency means the concentration at half of the fitted maximal effect; on the % scale 0 is the no-effect control and ±100 the full control effect; nearly all actives have a fitted effect of over 55% in size
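Kinetic fluorescence helicase assay: unwinding of a quenched forked DNA duplex (100 nM final) with 2 mM ATP final raises red fluorescence (525/598 nm). Compounds sat 15 min at room temperature with 20 nM WRN beforehand.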
Abeta yeast res = qHTS for compounds that reverse cellular toxicity of Amyloid beta (A-beta) peptide in yeast: Primary Screen; yeast expressing A-beta42, growth rescue, OD600, 48 h; response scale: 0% DMSO, 100% iron-clioquinol control; 410,000 compounds, 0.063% hits; Potency, µM (series often up to 46.1 µM), inactives show at the highest dose growth rescue, actives largely listed as activators; further: potency means the concentration at half of the fitted maximal effect; nearly all actives have a fitted effect of over 55% in size
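Growth rescue measured by 600 nm absorbance after 48 h yeast culture at 30 C with compound. Values normalized between DMSO and an equimolar ferric chloride plus clioquinol control.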
IL2 activator = qHTS of IL-2 Activators; activation, % (series mostly up to about 46 µM); IL-2 activation reporter assay, cell-based qHTS; stimulated with anti-CD3/CD4/CD28 beads; in transgenic mouse T cells; 360,000 compounds, 0.065% hits; in the data active means activation above about 50%; inconclusive means mostly about 30% to 49%; further: 0% is about no effect
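Using fluorescent plate cytometry, EGFP and DsRed are detected in transgenic mouse T cells stimulated 18 h at 37 degrees C with antibody-coated beads after 60 min compound pretreatment.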
PLK1 PBD inh = qHTS for Inhibitors of PLK1-PDB (polo-like kinase 1 - polo-box domain): Primary Screen. 360,000 compounds, 2.8% hits. AID 720504, 2013. Potency, µM, for the others: max response, negative = inhibition, most hits filed as inhibitors. Plk1 PBD binding of FITC phosphopeptide, fluorescence polarization. Serine/threonine-protein kinase PLK1 (Homo sapiens), P53350; further: potency means the concentration at half of the fitted maximal effect; series mostly up to about 57 µM; on the % scale 0 is the no-effect control and ±100 the full control effect; nearly all actives have a fitted effect of over 65% in size
Target sequence (P53350 whole entry, looked up, the tested form may be a part): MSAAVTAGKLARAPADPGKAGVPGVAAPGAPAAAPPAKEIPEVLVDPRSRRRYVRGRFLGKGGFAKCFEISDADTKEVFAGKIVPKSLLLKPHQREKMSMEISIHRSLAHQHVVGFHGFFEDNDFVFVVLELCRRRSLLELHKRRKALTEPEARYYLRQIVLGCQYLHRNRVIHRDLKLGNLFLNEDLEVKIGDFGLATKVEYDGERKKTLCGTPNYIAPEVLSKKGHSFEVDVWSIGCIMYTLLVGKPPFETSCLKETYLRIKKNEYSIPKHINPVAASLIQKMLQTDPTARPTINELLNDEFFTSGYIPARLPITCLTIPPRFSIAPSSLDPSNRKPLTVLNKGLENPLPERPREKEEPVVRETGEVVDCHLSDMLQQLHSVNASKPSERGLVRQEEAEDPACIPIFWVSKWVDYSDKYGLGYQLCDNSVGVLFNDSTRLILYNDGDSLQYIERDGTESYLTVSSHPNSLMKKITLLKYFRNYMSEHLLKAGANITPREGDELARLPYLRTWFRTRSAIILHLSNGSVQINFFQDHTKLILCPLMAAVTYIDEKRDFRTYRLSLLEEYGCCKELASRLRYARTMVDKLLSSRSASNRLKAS
FUS yeast rescue = qHTS for Suppressors of FUS Proteinopathy: Primary screen using FUS-linked yeast assay; S. cerevisiae FUS-expressing, growth rescue, OD600, 24 h; Potency, µM (titrated, usually from 76.6 µM), inactives show at the highest dose growth rescue (activation), usual class: activators; 390,000 compounds, 0.24% hits; AID 1347120, 2019;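 further: potency means the concentration at half of the fitted maximal effect; plate controls were DMSO vehicle for no effect and reference control for full effect; nearly all actives have a fitted effect of over 55% in size; some results filed as inactive show a strong effect at the top dose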
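Absorbance at 600 nm, taken 24hr after compound addition, measured rescue of FUS-yeast growth at 30C. Induction used 2% galactose with seeding at OD 0.005. Controls: CP55940 from 92uM final, DMSO only.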
EPAC1 antag = qHTS for Antagonist of cAMP-regulated guanine nucleotide exchange factor 3 (EPAC1): primary screen. Rap guanine nucleotide exchange factor 3 (Homo sapiens), O95398. EPAC1 GEF assay, Rap1b-BODIPY-GDP exchange fluorescence. Potency, µM (titrated, usually from 115 µM), for inactives: at the top dose activity change, negative = inhibition, hits mostly inhibitors. 360,000 compounds, 0.14% hits. AID 720709, 2013;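 further: potency means the concentration at half of the fitted maximal effect; plate controls were vehicle for no effect and positive control for full effect; nearly all actives have a fitted effect of over 50% in size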
PI5P4Ka inh = qHTS for Inhibitors of phosphatidylinositol 5-phosphate 4-kinase (PI5P4K) | Phosphatidylinositol 5-phosphate 4-kinase type-2 alpha (Homo sapiens), P48426 | PI5P4Kalpha enzyme, ADP-Glo luminescence, 60 min; hits give low values | max response, % | 330,000 compounds, 1.2% hits | AID 652105, 2013; active means max response of -50% or lower; inconclusive means between -30% and -50%; inactive means -30% or higher; further: value at the top dose of about 77 µM; on the % scale 0 is the no-effect control and ±100 the full control effect
Target sequence (P48426 whole entry, looked up): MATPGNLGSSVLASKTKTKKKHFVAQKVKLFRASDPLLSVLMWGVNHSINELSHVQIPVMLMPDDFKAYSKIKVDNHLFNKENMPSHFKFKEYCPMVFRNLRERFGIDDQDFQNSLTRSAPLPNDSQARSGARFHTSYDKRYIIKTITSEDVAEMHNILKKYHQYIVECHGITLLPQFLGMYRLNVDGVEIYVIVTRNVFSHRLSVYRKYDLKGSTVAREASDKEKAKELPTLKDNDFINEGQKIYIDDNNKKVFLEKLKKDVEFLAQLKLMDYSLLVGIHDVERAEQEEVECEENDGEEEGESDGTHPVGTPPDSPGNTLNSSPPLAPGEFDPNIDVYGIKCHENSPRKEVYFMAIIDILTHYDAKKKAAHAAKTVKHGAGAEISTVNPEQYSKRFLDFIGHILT
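Single end-point luminescence (ADP-Glo) quantified ADP from PI5P4Kalpha turnover; ATP 5 microM final, 1 h at RT, 0.1% CHAPS and 0.28 mM EGTA in HEPES pH 7.4.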
EPAC1 agonist = qHTS for Agonist of cAMP-regulated guanine nucleotide exchange factor 3 (EPAC1): primary screen. Potency, µM (highest dose often 154 µM), for the others: at the top dose activation, hits mostly activators. 360,000 compounds, 0.073% hits. EPAC1 agonist qHTS, biochemical assay; response scale: 100% = response to 6.5 mM cAMP. Rap guanine nucleotide exchange factor 3 (Homo sapiens), O95398; further: potency means the concentration at half of the fitted maximal effect; nearly all actives have a fitted effect of over 60% in size
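Read-out is the fluorescence drop as BODIPY-GDP leaves Rap1B (480 nm excitation, 540 nm emission), recorded every 5 minutes over 30 minutes. Reactions held 100 nM EPAC1, 250 nM Rap1B–BODIPY-GDP and 50 uM GDP, with 6.5 mM cAMP setting full activation.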
* hit, by the source's call; ? = inconclusive; . = no result given; [ ] = remark or other dose. Unless noted, the call rests on the fitted dose curve; in most records, active means well fitted curve in the direction sought with a large enough effect; inconclusive means small, poorly fitted or top-dose-only effect, or another doubt; inactive means no such curve, though single readings can be large; an effect the other way counts as inactive or inconclusive.

SMILES	WRN helicase inh	Abeta yeast res	IL2 activator	PLK1 PBD inh	FUS yeast rescue	EPAC1 antag	PI5P4Ka inh	EPAC1 agonist
CCc1nn(CC(=O)NCCCN2CCOCC2)c(=O)c2cc3cc(F)ccc3n12	-2%	3%	-1.0	-26%	1%	-4%	2	5%
CC(C)c1nc2sc3ccccc3c(=O)c2c(=O)n1Cc1ccccc1	-5%	2%	-0.6	-8%	2%	-4%	0	-8%
O=C(NCC1CC1)c1onc(CSc2nc3ccccc3[nH]2)c1C(=O)NCC1CC1	-2%	-15%	-2.4	?	10%	-17%	5	-4%
COc1ccc(CNC(=O)COC(=O)c2cncc(Br)c2)cc1	4%	-19%	-2.2	-18%	15%	-26%	3	8%
COc1ccc(CC(=O)O/N=C(\N)c2ccncc2)cc1OC	1%	-4%	-1.2	-7%	4%	5%	5	-9%
CN(C)CCCN(C(=O)COc1ccc(Cl)cc1)c1nc2cc3c(cc2s1)OCCO3	-2%	9%	-1.2	-8%	29%	-25%	2	?
CCOc1ccc(CNC(=O)C(C)n2ccc3cc(S(=O)(=O)N4CCCC4)ccc32)cc1 (stereo not drawn)	-8%	.	1.0	-2%	?	-18%	2	-8%
CCCOc1ccc(-c2cc3onc(-c4ccccc4)c3c(=O)n2C)cc1	-11%	3%	0.6	5%	-12%	-1%	-1	2%
COc1cc(CCNC(=O)c2cnn3ccccc23)cc(OC)c1OC	-5%	-12%	-2.0	-6%	-14%	0%	2	3%
O=C(Nc1c(C(=O)N2CCCCC2)cnn1-c1ccccc1)c1ccccc1F	10%	-4%	0.9	-6%	-12%	2%	0	1%
O=C(CN1CCCC1)NCC1(c2ccccc2)CCOCC1	-8%	9%	-0.8	1%	0%	9%	.	11%
NC(=S)Nc1cccc2cc3ccccc3cc12	-10%	-9%	0.4	?	1%	-14%	0	0%
CCc1cccc(C)c1NC(=O)CSc1nnc(C)o1	10%	9%	-1.7	-6%	-8%	0%	-4	-11%
COc1ccc(CCNC(=O)COC(=O)CSc2ccc([N+](=O)[O-])cc2)cc1OC	-7%	1%	7.0	-10%	.	10%	10	8%
CCc1ccc(-n2cnc3cc(C(=O)NCC(OC)OC)ccc32)cc1	-2%	-1%	-1.3	-4%	7%	7%	1	5%
Cn1cnc([N+](=O)[O-])c1Oc1cccc2ccccc12	-26%[57.1 µM]	-21%	-0.4	-13%	19%	7%	-1	-4%
COc1ccc(Cl)cc1Nc1cc(C)nc2ncnn12	7%	-2%	1.3	-18%	-29%	-15%	-9	11%
Cc1cccc(C(=O)NC2CCN(CC(=O)Nc3cccc(Cl)c3)CC2)c1	17%	11%	-2.3	-9%	-8%	0%	-1	10%
O=C(Nc1ccc(NC(=O)C23CC4CC(CC(C4)C2)C3)cc1)c1cc(F)c(F)cc1Cl	?	3%	-1.0	-18%	11%	-3%	-5	5%
Cc1cccc2c(=O)n(C(=O)c3ccccc3)c(N)nc12	-6%	-2%	1.6	7%	-14%	1%	6	1%

Arranged by the number under PI5P4Ka inh (ascending): 3 from the list above.
Compound	PI5P4Ka inh
O=C(Nc1ccc(NC(=O)C23CC4CC(CC(C4)C2)C3)cc1)c1cc(F)c(F)cc1Cl	-5
O=C(Nc1c(C(=O)N2CCCCC2)cnn1-c1ccccc1)c1ccccc1F	0
CCOc1ccc(CNC(=O)C(C)n2ccc3cc(S(=O)(=O)N4CCCC4)ccc32)cc1 (stereo not drawn)	2

The list continues.
SMILES	WRN helicase inh	Abeta yeast res	IL2 activator	PLK1 PBD inh	FUS yeast rescue	EPAC1 antag	PI5P4Ka inh	EPAC1 agonist
O=C(O)Cn1c(SCc2cccc3ccccc23)nc2ccccc21	-4%	12%	-1.8	-7%	10%	-4%	1	-8%
COc1cc(C)ccc1OCCOc1c(C)cc(Cl)cc1Cl	-13%[57.1 µM]	16%	-1.3	-1%	15%	-22%	23	-10%
CCOC(=O)N1CCN(C2CCCN(C(=O)c3ccccc3N(C)C)C2)CC1 (stereo not drawn)	-30%	4%	-1.3	-10%	36%	-2%	-4	4%
CCNC(=O)CC1S/C(=N/N=C(\C)c2ccccc2)NC1=O (stereo not drawn)	-3%	-12%	2.2	21µM*	-15%	2%	-4	10%
O=C(c1cc2ccccc2o1)N1CCN(S(=O)(=O)/C=C/c2ccccc2)CC1	-8%	11%	-0.4	-8%	12%	-16%	0	0%
Cc1cccc(Nc2nnc(-c3ccc(N4CCOCC4)c([N+](=O)[O-])c3)c3ccccc23)c1	-3%	7%	-4.0	-2%	6%	?	-1	-5%
O=C(Oc1ccc(Cl)c2ccccc12)N1CCCCC1	-19%[57.1 µM]	-23%	-0.1	-3%	-5%	-5%	-2	6%
COC(=O)[C@@H]1CCCN1C(=O)[C@@H](NC(=O)OC(C)(C)C)C(C)C	9%	-7%	1.1	-4%	6%	-10%	4	-9%
Cc1ccc(S(=O)(=O)N2CCCCC2C(=O)N2CCN(Cc3ccccc3)CC2)cc1 (stereo not drawn)	12%	6%	-1.3	1%	13%	6%	.	1%
Cc1[nH]n(-c2ccccc2)c(=O)c1C=NC1CCCCC1	10%	2%	-0.2	-3%	-20%	-11%	10	-9%
O=C(c1ccco1)N1CCN(c2ccc(S(=O)(=O)N3CCCC3)cc2)CC1	0%	-19%	-2.7	-9%	12%	10%	.	-9%
O[C@@H]1Cc2ccccc2O[C@H]1c1ccccc1	5%[57.1 µM]	-5%	-0.7	8%	-5%	-11%	0	0%
COc1ccccc1CNC(=O)Cn1cccc1C(=O)c1ccccc1C	4%	6%	-4.0	-17%	-6%	-1%	-14	-17%
CC(=O)Nc1ccc(/C=N/NC(=O)CNS(=O)(=O)c2ccccc2)cc1	-4%[57.1 µM]	1%	-3.3	-7%	-2%	12%	-3	11%
O=C(NC(c1ccc(F)cc1)c1ccc2ccccc2n1)C1CCN(Cc2ccc(Oc3ccccc3)cc2)CC1 (stereo not drawn)	-10%	-18%	-0.7	-2%	?	-17%	3	0%
O=[N+]([O-])c1ccc(/C=N/n2cnc3ccccc32)s1	-1%	-85%[inhibitor]	2.6	?	4%	25%	8	12%
Cc1ccccc1OC(C)C(=O)NCCC1=CCCCC1 (stereo not drawn)	1%	0%	-3.6	-9%	3%	-26%	4	1%
O=C(CN1C(=O)/C(=C/c2ccc(C(F)(F)F)cc2)Sc2ccccc21)NCCCN1CCOCC1	3%	-11%	7.6	-3%	28%	-2%	-2	-7%
O=C(NC1CCCCC1)C(c1ccnc2ccccc12)N1CCc2ccccc2C1 (stereo not drawn)	9%	1%	0.2	-22%	-10%	-2%	-5	15%
N#C/C(=C/c1ccc(O)c(O)c1)c1nc2ccccc2[nH]1	35µM*	0%	0.2	20%	3%	89µM*	?	-125%[inhibitor]

PLK1 PBD inh: entries above that show a hit.
molecule	WRN helicase inh	IL2 activator	PLK1 PBD inh	EPAC1 antag	PI5P4Ka inh	EPAC1 agonist
CCNC(=O)CC1S/C(=N/N=C(\C)c2ccccc2)NC1=O (stereo not drawn)	-3%	2.2	21µM*	2%	-4	10%

The listing picks up with the five entries that preceded the break.
SMILES	WRN helicase inh	Abeta yeast res	IL2 activator	PLK1 PBD inh	FUS yeast rescue	EPAC1 antag	PI5P4Ka inh	EPAC1 agonist
O=[N+]([O-])c1ccc(/C=N/n2cnc3ccccc32)s1	-1%	-85%[inhibitor]	2.6	?	4%	25%	8	12%
Cc1ccccc1OC(C)C(=O)NCCC1=CCCCC1 (stereo not drawn)	1%	0%	-3.6	-9%	3%	-26%	4	1%
O=C(CN1C(=O)/C(=C/c2ccc(C(F)(F)F)cc2)Sc2ccccc21)NCCCN1CCOCC1	3%	-11%	7.6	-3%	28%	-2%	-2	-7%
O=C(NC1CCCCC1)C(c1ccnc2ccccc12)N1CCc2ccccc2C1 (stereo not drawn)	9%	1%	0.2	-22%	-10%	-2%	-5	15%
N#C/C(=C/c1ccc(O)c(O)c1)c1nc2ccccc2[nH]1	35µM*	0%	0.2	20%	3%	89µM*	?	-125%[inhibitor]
C/C(=C\C(=O)c1ccc(F)cc1)NCc1ccc2c(c1)OCO2	-9%	4%	1.6	-5%	15%	3%	0	15%
CC(C1CC2CCC1C2)n1c(-c2ccco2)n[nH]c1=S (stereo not drawn)	-36%	-4%	-0.2	30µM*	2%	-18%	-16	-2%
O=C(Nc1ccc2oc(-c3ccccc3F)nc2c1)c1ccc2c(c1)OCCO2	-20%	-19%	-3.0	-6%	?	16%	.	14%
CCN1CCN(C(=O)c2nn(-c3ccc(OC)cc3)c(=O)c3c2c2ccccc2n3C)CC1	2%	-24%	0.9	0%	-24%	-12%	1	2%
CN(Cc1ccccc1)C(=O)c1ccccc1NC(=O)C1CC1	-16%[57.1 µM]	-20%	5.4	-4%	-6%	-3%	1	3%
O=C(Nc1nnc(C(F)(F)F)s1)c1ccc(N2C(=O)C3C4C=CC(C4)C3C2=O)cc1 (stereo not drawn)	-8%[57.1 µM]	-14%	-0.5	-7%	5%	-2%	.	1%

The order is random. Share with any hit: about 4.1%.
